OX1R FRET antag: OX1R (human) antagonism; O43613; OX1R-expressing cells, FRET antagonist read-out; inhibition, % at 6.6 µM; 330,000 compounds, 1.8% hits; in the data active = inhibition mostly above about 38%, no sharp cut-off; inactive = mostly below about 40%;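 note: 0% = agonist challenge alone and 100% = reference antagonist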
STK33 inh: human STK33 kinase inhibition; AID 2661; Q9BYT3; purified STK33, MBP phosphorylation, ADP-Glo luminescence; inhibition, % at 10 µM; 320,000 compounds, 0.073% hits;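 active = inhibition at or above 25%, using the most active replicate where run in duplicate; inactive = inhibition below 25%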
KCNQ2 inh: KCNQ2 channel blockers in CHO-K1 cells – cell-based, FluxOR thallium flux, B-score, primary screen (AID 2156); 310,000 compounds, 1.1% hits; O88943; B-score at 10 µM; 20 min; stronger effect = lower value;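 active = fluorescence ratio B-score at most minus 3 library SDs, with starting brightness B-score within 2 library SDs, cut at about -5.5 in these data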
Target sequence (O88943 whole entry, looked up): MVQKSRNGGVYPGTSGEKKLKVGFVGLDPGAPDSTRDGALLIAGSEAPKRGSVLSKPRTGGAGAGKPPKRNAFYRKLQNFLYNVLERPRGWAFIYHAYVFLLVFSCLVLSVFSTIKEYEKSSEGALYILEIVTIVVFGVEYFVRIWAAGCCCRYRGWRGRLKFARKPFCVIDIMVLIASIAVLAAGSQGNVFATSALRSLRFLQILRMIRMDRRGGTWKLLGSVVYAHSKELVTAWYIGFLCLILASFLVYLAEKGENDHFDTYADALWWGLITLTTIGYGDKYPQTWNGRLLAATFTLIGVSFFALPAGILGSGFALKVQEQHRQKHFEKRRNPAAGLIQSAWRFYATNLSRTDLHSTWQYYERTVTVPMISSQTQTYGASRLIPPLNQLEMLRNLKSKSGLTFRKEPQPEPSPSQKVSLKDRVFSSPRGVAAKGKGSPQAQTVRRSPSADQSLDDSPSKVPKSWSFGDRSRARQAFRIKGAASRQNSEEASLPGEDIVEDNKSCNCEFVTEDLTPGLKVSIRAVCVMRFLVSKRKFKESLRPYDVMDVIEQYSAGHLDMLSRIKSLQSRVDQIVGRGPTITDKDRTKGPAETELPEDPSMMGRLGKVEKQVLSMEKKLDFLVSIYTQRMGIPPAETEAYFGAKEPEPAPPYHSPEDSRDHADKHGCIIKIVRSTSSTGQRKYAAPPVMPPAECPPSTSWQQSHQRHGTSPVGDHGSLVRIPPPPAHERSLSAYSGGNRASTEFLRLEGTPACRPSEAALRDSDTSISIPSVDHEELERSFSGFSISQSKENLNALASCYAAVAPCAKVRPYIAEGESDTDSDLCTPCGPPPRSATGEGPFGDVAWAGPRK
Numbers without * were called inactive; i = inactive; nt = no result given. Rows are unselected; about 2.7% have a hit in one of these screens.

OX1R FRET antag,STK33 inh,molecule,KCNQ2 inh
-3,0.4,Cc1ccc(N(C)S(=O)(=O)c2cccc(C(=O)NNC(=O)c3ccncc3)c2)cc1,nt
3,-1.4,Cc1ccc(NS(=O)(=O)c2cc(N)ccc2Cl)c(C)c1,i
21,-1.4,O=C(Nn1cnnc1)c1cc2cc(Br)ccc2oc1=O,i
7,-0.3,Cc1nc(SCC(=O)NCC2CCCO2)c2oc3ccccc3c2n1 (stereo not given),i
22,-0.2,O=C/C(=C\Nc1ccc(S(=O)(=O)CCO)cc1)c1nc2cc(Cl)ccc2o1,i
69*,-2.3,CCn1nnc(NC(=O)c2ccc([N+](=O)[O-])o2)n1,i
3,0.5,Fc1ccc(N2CCN(Cc3cnc(Cl)s3)CC2)cc1,i
14,-1.0,O=C(OC1CCCCC1=O)c1ccc(F)c(S(=O)(=O)N2CCOCC2)c1 (stereo not given),i
17,0.0,CCCSc1nnc(Sc2nnnn2-c2ccccc2)s1,i
17,0.6,CCCCOc1ccc(C(=O)NN2C(=O)NC3(CCCCC3)C2=O)cc1OC,i
10,-0.8,Cc1cccc(-c2nc(S(=O)(=O)c3ccc(F)cc3)c(NCCCN3CCOCC3)o2)c1,i
7,1.0,COC(=O)N1CC(C)N(C(=O)OC)CC1C (stereo not given),i
20,-0.8,CCOC(=O)/C(=N\Nc1ccc(C(C)=O)cc1)c1csc(Nc2ccccc2)n1,i
6,0.6,Cc1cccc(N(C)C(=O)CN(C)S(=O)(=O)c2ccc3c(c2)c(=O)n(C)c(=O)n3C)c1,i
13,-2.5,O=C(N[C@@H](Cc1ccccc1)C(=O)NC1CC1)c1ccc(Cl)cc1,i
12,0.1,CCCN(CC(=O)Nc1ccccc1C)C(=O)c1cccc(S(=O)(=O)N2CCc3ccccc3C2)c1,i
24,-1.0,COc1ccc(C(=O)NCC(=O)OCCCOC(=O)CNC(=O)c2ccc(OC)c(OC)c2)cc1OC,i
26,0.6,COc1ccccc1N(C(=O)c1ccco1)C(C(=O)NC1CCCC1)c1ccc(N2CCOCC2)cc1 (stereo not given),i
7,-0.1,COc1ccc(-c2nnc(C3CCN(S(=O)(=O)c4ccccc4)CC3)o2)cc1,i
2,1.2,CCOC(=O)C(Sc1nnc(-c2ccncc2)o1)C(C)=O (stereo not given),i
7,-1.8,CC(=O)Nc1ccc(S(=O)(=O)NCCCN2CCN(Cc3ccccc3)CC2)cc1Cl,i
8,0.4,Cc1cccc(CNc2ncnc3ccc(-c4ccoc4)cc23)c1,nt
7,-1.5,COc1ccccc1C(=O)C1CCCN(Cc2ccc(Oc3ncccn3)cc2)C1 (stereo not given),i
-1,-1.4,COc1cccc(-n2nnc3c(=O)n(CC(=O)NCC4CCCO4)cnc32)c1 (stereo not given),i
17,-0.1,COc1ccc(NC2CCCN(C(=O)CN3CCOC3=O)C2)cc1OC (stereo not given),i
41,-1.0,CC(=O)C1=C(N2CCCCC2)CCC1=O,i
31,-0.2,CN(C)/C=N/c1nc2nccc(-c3cccnc3)n2n1,i
16,-0.9,O=C(CN1C(=O)S/C(=C\c2ccccc2F)C1=O)Nc1ccccc1O,i
5,0.2,CC1=C(C)CC(C(=O)NCc2ccc3c(c2)OCO3)C(C(=O)O)C1 (stereo not given),i
19,0.4,Cc1ccc(O)c(O)c1,i

Another view of part of the listing above:
mol | OX1R FRET antag | STK33 inh | KCNQ2 inh
CCCN(CC(=O)Nc1ccccc1C)C(=O)c1cccc(S(=O)(=O)N2CCc3ccccc3C2)c1 | 12 | 0.1 | i
COc1ccc(C(=O)NCC(=O)OCCCOC(=O)CNC(=O)c2ccc(OC)c(OC)c2)cc1OC | 24 | -1.0 | i
COc1ccccc1N(C(=O)c1ccco1)C(C(=O)NC1CCCC1)c1ccc(N2CCOCC2)cc1 (stereo not given) | 26 | 0.6 | i
COc1ccc(-c2nnc(C3CCN(S(=O)(=O)c4ccccc4)CC3)o2)cc1 | 7 | -0.1 | i
CCOC(=O)C(Sc1nnc(-c2ccncc2)o1)C(C)=O (stereo not given) | 2 | 1.2 | i
CC(=O)Nc1ccc(S(=O)(=O)NCCCN2CCN(Cc3ccccc3)CC2)cc1Cl | 7 | -1.8 | i
Cc1cccc(CNc2ncnc3ccc(-c4ccoc4)cc23)c1 | 8 | 0.4 | nt
COc1ccccc1C(=O)C1CCCN(Cc2ccc(Oc3ncccn3)cc2)C1 (stereo not given) | 7 | -1.5 | i
COc1cccc(-n2nnc3c(=O)n(CC(=O)NCC4CCCO4)cnc32)c1 (stereo not given) | -1 | -1.4 | i
COc1ccc(NC2CCCN(C(=O)CN3CCOC3=O)C2)cc1OC (stereo not given) | 17 | -0.1 | i
CC(=O)C1=C(N2CCCCC2)CCC1=O | 41 | -1.0 | i
CN(C)/C=N/c1nc2nccc(-c3cccnc3)n2n1 | 31 | -0.2 | i
O=C(CN1C(=O)S/C(=C\c2ccccc2F)C1=O)Nc1ccccc1O | 16 | -0.9 | i
CC1=C(C)CC(C(=O)NCc2ccc3c(c2)OCO3)C(C(=O)O)C1 (stereo not given) | 5 | 0.2 | i
Cc1ccc(O)c(O)c1 | 19 | 0.4 | i

Further compounds
OX1R FRET antag,STK33 inh,molecule,KCNQ2 inh
32,1.9,CCOC(=O)[C@@H]1[C@H]2COc3ccc(Br)cc3[C@@H]2N2C(=O)N(c3ccc(C(F)(F)F)cc3)C(=O)[C@]12C,i
25,1.8,OCCN(CCO)c1ccc(C(c2ccc(Cl)cc2)c2ccc(N(CCO)CCO)cc2Cl)c(Cl)c1,i
7,0.3,Cc1ccc(CN2CCN(C(=O)C3CCCO3)CC2)cc1 (stereo not given),i
10,-4.3,CC(=O)NC(c1ccco1)c1cc(Cl)c2ccc(Cl)nc2c1O (stereo not given),nt
13,1.3,O=C(CCNS(=O)(=O)c1ccc(Br)s1)NC1CCCC1,i
13,-1.6,COc1ccc(C)cc1NC(=O)CN(c1ccccc1)S(C)(=O)=O,i
7,0.1,COc1ccc(-c2nc(CS(=O)CC(=O)N3CCc4ccccc4C3)c(C)o2)cc1 (stereo not given),i
5,-1.0,Cc1nnc(N=c2ssnc2Cl)o1,nt
19,-2.4,COc1ccc(-n2c(CCc3ccccc3)n[nH]c2=S)cc1,i
27,-1.9,CCC(CO)Nc1ncc([N+](=O)[O-])cc1C#N (stereo not given),i
0,-1.7,CCOc1ccc(S(=O)(=O)N(CC)CC(=O)N2CCCC2)cc1C,i
10,-1.4,Oc1cccc(/C=N/N2CCN(C3c4ccccc4-c4ccccc43)CC2)c1,i
8,0.6,Nc1ccc(S(=O)(=O)Nc2nc(-c3ccccc3)cc(-c3ccccc3)n2)cc1,i
26,-1.3,Cn1c(C(=O)NCc2cccs2)cc2oc3ccccc3c21,i
19,0.9,Cc1nnc(NC(=O)C(C)Sc2nnc(-c3ccco3)n2C(C)C)s1 (stereo not given),i
9,-2.2,CCC(C)N(C(=O)Cn1nnc(-c2ccc(F)cc2)n1)C1CCS(=O)(=O)C1 (stereo not given),i
-2,-2.2,O=C(NCc1ccc(F)cc1)c1cccnc1C(=O)O,i
10,-0.3,O=C(Nc1cccnc1)c1cc2nc(C3CC3)cc(C(F)(F)F)n2n1,i
15,0.1,CC1(C)CC(=O)C(N=Nc2ccc(S(=O)(=O)N3CCCCCC3)cc2)=C(O)C1,i
29,-0.7,CC(/C=N/Nc1nncc(=O)[nH]1)=C\c1ccccc1,i
9,-1.4,CCOc1ccc(NC(=O)CN(C)C(=O)c2ccccc2SCc2c(C)noc2C)cc1OCC,i
-7,-1.0,Cc1cccc(-n2ncc3c(NNC(=O)c4ccco4)ncnc32)c1,i
9,0.5,COC(=O)C1CCCN1C(=O)c1cccs1 (stereo not given),i
6,-0.6,CCOC(=O)[C@@H]1[C@H]2COc3ccccc3[C@H]2N2C(=O)N(c3cccc(C)c3)C(=O)[C@]12C,nt
25,-0.6,O=c1oc2ccccc2c(Nc2cccc(O)c2)c1[N+](=O)[O-],i
4,-1.1,Cc1ccc(C)c(SCC(=O)N(C)C2CCS(=O)(=O)C2)c1 (stereo not given),nt
12,-0.3,O=c1[nH]cnc2c1ncn2Cc1ccc([N+](=O)[O-])cc1,i
23,nt,Nc1nc(N)c2nc(-c3ccccc3)c(N)nc2n1,i
7,-1.1,O=C(CCCc1ccccc1)Nc1nncs1,i
-2,-2.0,CC(Oc1ccccc1)C(=O)Nc1nnc(C2CCCCC2)s1 (stereo not given),i

OX1R FRET antag,STK33 inh,molecule,KCNQ2 inh
2,0.6,O=S(=O)(c1ccc(-c2ccon2)s1)N1CCCC1,i
20,0.2,O=C(Nc1ccc(F)cc1)c1nc[nH]c1C(=O)Nc1ccc([N+](=O)[O-])cc1,i
26,2.5,COc1cccc(NC(=O)N2CCCC2C(=O)NC23CC4CC(CC(C4)C2)C3)c1 (stereo not given),i
-5,-0.3,O=C(c1ccc(S(=O)(=O)N2CCCCCC2)cc1)N1CCN(c2ccccc2F)CC1,i
17,5.6,O=C(Nc1ccc(Cl)cc1)C1C2CCCCC21 (stereo not given),i
21,-1.2,CCCN1CCN(CCCNC(=O)c2cc3c(=O)[nH]c4ccc(C)cc4c3s2)CC1,i
14,-0.9,CCOC(=O)c1c(N)sc2c1CCC(CC)C2 (stereo not given),i
25,-0.9,COc1ccccc1CN(Cc1nc2ccccc2c(=O)[nH]1)S(=O)(=O)c1ccc(C)cc1,i
18,-0.1,CC(=O)Nc1ccc(S(=O)(=O)N2CC3(C)CC2CC(C)(C)C3)cc1 (stereo not given),i
16,-0.3,CC(C)N1CCC(N2CCN(Cc3nc4ccccc4s3)CC2CCO)CC1 (stereo not given),i
18,-1.2,CCC(NS(=O)(=O)c1ccc(C)cc1)C(=O)Nc1ccc(NC(C)=O)cc1 (stereo not given),i
13,0.0,CCC(C)[C@H](NC(=O)N1CC(=O)Nc2ccccc21)C(=O)N1CCC[C@@H]1C(=O)O (stereo not given in full),i
9,0.6,COc1ccc(CNC(=O)CN2C(=O)NC3(CCCc4sccc43)C2=O)cc1OC (stereo not given),nt
16,-1.4,COc1ccc(NC(=O)C2CCN(C(=O)c3cccs3)CC2)cc1,i
4,-2.2,CCS(=O)(=O)CCSC(=N)N,i
6,1.7,Cc1ccc(C)c(C(=O)COC(=O)c2ccc(C)c(S(=O)(=O)N3CCOCC3)c2)c1,nt
7,0.1,Cc1ccc(NC(=O)c2cc(-c3ccccc3)nn2-c2ccccc2)c(Br)c1,i
20,1.4,Cc1[nH]c(=S)[nH]c(=O)c1CCOc1ccccc1,i
28,-0.9,Cc1ccc(Cn2ccnc2C(=O)Nc2ccccc2)cc1,i
8,-1.4,CCOC(=O)c1ccc(N=C2S/C(=C\c3cc(C)n(-c4cccnc4)c3C)C(=O)N2C)cc1,i
15,0.1,CCCOc1ccc2[nH]c(C(=O)N/N=C/c3cc(OC)c(OC)c(OC)c3)cc2c1,i
8,-1.2,O=C(c1cc2ccccc2cc1O)N1CCN(c2ccc([N+](=O)[O-])cc2)CC1,i
23,0.0,NCCCC[C@H](N)c1nnc([C@H](CCC(=O)O)NC(=O)C2CCNCC2)o1,i
11,0.9,COc1cccc(C2C(C#N)=C(N)OC3=C2C(=O)CC(c2ccco2)C3)c1OCc1ccc(F)cc1 (stereo not given),i
20,-1.8,CCOc1ccc(-n2cc(C(=O)N3CCCCCC3)c3cc(OC)c(OC)cc3c2=O)cc1,nt
30,1.2,CCn1nc(C(=O)OCC(=O)N(CC(C)C)c2c(N)n(Cc3ccccc3)c(=O)[nH]c2=O)c2ccccc2c1=O,i
1,-0.1,COc1ccc(CNC(=O)C2CC(=O)N(c3ccc(OCC(=O)N4C(C)CCCC4C)cc3)C2)cc1 (stereo not given),i
12,1.0,Oc1ccccc1/C=N/Nc1nn[nH]n1,i
7,1.0,CC(C)N(C)CCOC(=O)c1ccccc1Br,i
19,-1.4,COc1ccc(OC)c(S(=O)(=O)NC2CCSc3ccccc32)c1 (stereo not given),i

OX1R FRET antag,STK33 inh,molecule,KCNQ2 inh
4,0.5,CCN(Cc1nc2ccccc2c(=O)[nH]1)C(=O)CN1C(=O)NC2(CCCCC2C)C1=O (stereo not given),nt
26,-1.5,CC(=O)c1c(C)n(-c2cccc(Cl)c2)c2ccc(O)cc12,i
14,1.3,COc1ccc(-c2nnn(CC(=O)N3CCOCC3)n2)cc1,i
23,-29,Cc1cccc(C=Nc2ccccc2C(N)=O)c1,i
5,-1.6,COc1ccc(CNC(=O)C2CC(=O)N(C3CCCC3)C2)cc1 (stereo not given),i
23,1.8,COC(=O)c1ccccc1NC(=O)c1ccnn1C,i
5,-0.7,C=CCSc1nnc(CC(OC)OC)n1-c1ccccc1,i
14,1.4,Nc1nc2nccc(-c3ccc(Cl)cc3)n2n1,nt
55*,-1.2,CN(NS(=O)(=O)c1ccc(Cl)cc1)c1nc(C(F)(F)F)nc2ccccc12,i
10,-2.6,Cc1cc(C)c(C)c(S(=O)(=O)NCc2ccc(C(=O)N3CCCC3)cc2)c1C,i
7,-3.5,C=C(C)CSc1nnc2n(C)c(=O)c3c4c(sc3n12)CCC4,i
0,2.8,CC(C)CCOc1ccc(C(=O)N2CCN(c3ncccn3)CC2)cc1,i

Source: PubChem BioAssay
